Bim-Bcl-XL: human Bim-Bcl-XL interaction inhibition; Q07817; Bim peptide-Bcl-XL binding, bead flow cytometry, fluorescence; inhibition, % at 10 µM; hit rate 0.04% among 190,000; AID 1007
Bim-Mcl-1: disrupts Bim peptide binding to human Mcl-1; Bead-based flow cytometry, Bim peptide-Mcl-1 binding; inhibition, % at 10 µM; hit rate 0.1% among 190,000; AID 1009;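 note: 0% = no compound tracer wells and 100% = peptide blocker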
Target sequence (Q07820 whole entry, looked up): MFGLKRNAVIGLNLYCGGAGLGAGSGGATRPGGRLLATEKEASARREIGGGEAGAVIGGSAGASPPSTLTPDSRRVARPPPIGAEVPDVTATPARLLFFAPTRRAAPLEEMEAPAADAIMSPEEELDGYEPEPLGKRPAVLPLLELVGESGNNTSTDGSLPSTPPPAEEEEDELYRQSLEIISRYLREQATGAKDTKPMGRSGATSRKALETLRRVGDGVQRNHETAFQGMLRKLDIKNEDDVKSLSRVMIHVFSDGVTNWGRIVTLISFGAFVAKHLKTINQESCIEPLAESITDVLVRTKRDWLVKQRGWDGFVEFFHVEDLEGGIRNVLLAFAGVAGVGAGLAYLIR
Bim-Bcl-B: human Bim-Bcl-B interaction inhibition. bead-based flow cytometry, Bim peptide-Bcl-B binding. inhibition, % at 10 µM. hit rate 0.073% among 190,000. AID 951;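 note: 0% = tracer peptide without compound and 100% = reference inhibitor peptide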
Bim-Bcl-2: disrupts Bim peptide binding to human Bcl-2 | P10415 | Bead-based flow cytometry, Bim peptide-Bcl-2 binding | inhibition, % at 10 µM | hit rate 0.06% among 190,000 | AID 950; in the data active = inhibition above about 40%; inconclusive = no clear call, values can overlap the other calls;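 note: 0% = no compound wells with probe peptide and 100% = reference peptide inhibitor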
Target sequence (P10415 whole entry, looked up): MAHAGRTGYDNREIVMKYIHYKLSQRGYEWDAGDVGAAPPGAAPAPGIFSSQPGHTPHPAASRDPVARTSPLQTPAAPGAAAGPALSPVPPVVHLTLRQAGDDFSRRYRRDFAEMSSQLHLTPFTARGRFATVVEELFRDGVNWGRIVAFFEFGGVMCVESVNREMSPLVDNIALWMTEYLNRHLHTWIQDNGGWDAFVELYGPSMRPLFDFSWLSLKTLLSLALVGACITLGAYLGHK
Bfl-1 Bim block: human Bim-Bfl-1 interaction inhibition | Bead-based flow cytometry, Bim-Bfl-1 binding inhibition | inhibition, % at 10 µM | hit rate 0.12% among 190,000;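 note: 0% = wells without compound plus tracer and 100% = blocker peptide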
Mcl1-Noxa inh: Mcl-1/Noxa interaction inhibition | Q07820 | TR-FRET Mcl-1/Noxa peptide binding, 2 h | inhibition, % at 21.7 µM | hit rate 1.5% among 220,000;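 active = compounds that cut the protein-peptide binding signal by more than 50% relative to plate controls in a single-dose test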;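 note: His-tagged Mcl-1 with rhodamine Noxa BH3 peptide and terbium anti-His antibody; 0% = Mcl-1 plus Noxa peptide wells and 100% = peptide-only wells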
RGS7-Gao: regulators of human RGS7-Galphao interaction; hit rate 0.35% among 220,000; Multiplexed bead flow cytometry, RGS7-Galphao binding; actives lie on both sides; binding response (% of control), % at 10 µM; P09471; in the data active = binding response below about 49% or above about 150%; inconclusive = no clear call, values can overlap the other calls; inactive = in between;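 note: fluorescent Galphao held in activated GDP-AlF4 state binding bead-coupled RGS7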
Target sequence (P09471 whole entry, looked up): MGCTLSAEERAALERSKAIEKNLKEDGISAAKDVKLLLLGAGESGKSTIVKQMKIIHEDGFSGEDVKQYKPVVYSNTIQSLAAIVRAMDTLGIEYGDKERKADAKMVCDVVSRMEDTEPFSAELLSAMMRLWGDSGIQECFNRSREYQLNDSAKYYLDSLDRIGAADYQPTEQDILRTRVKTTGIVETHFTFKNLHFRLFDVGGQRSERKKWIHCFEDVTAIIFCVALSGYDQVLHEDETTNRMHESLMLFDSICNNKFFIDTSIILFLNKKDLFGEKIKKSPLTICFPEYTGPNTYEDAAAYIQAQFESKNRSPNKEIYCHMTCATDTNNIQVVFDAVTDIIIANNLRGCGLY
RGS4-Gao reg: modulates binding of RGS4 to human Galphao. P09471. Multiplexed bead flow cytometry; actives lie on both sides. binding response (% of control), % at 10 µM. hit rate 0.33% among 220,000. AID 1415; in the data active = binding response below about 49% or above about 150%; inactive = in between;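 note: fluorescent Galphao activated with aluminum fluoride binding bead-coupled RGS4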
Mcl1 Bid PPI: disrupts binding of human Mcl-1 to Bid peptide | TR-FRET Mcl-1/Bid-Dy647 peptide binding, 1536-well | inhibition, % at 21.7 µM | hit rate 0.97% among 220,000 | AID 1021;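 active = compounds that cut the binding signal by more than half at the single screening dose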;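 note: His-tagged Mcl-1 with europium anti-His antibody binding Bid BH3 peptide; 0% = Mcl-1 plus peptide wells and 100% = peptide-only wells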
Bim-Bcl-W: inhibitors of Bim-Bcl-W interaction, human; inhibition, % at 10 µM; hit rate 0.02% among 190,000; bead-based flow cytometry, Bim peptide-Bcl-W binding; Q92843; AID 952;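 note: 0% = bound tracer without compound and 100% = peptide blocker; higher means less fluorescent Bim peptide bound to Bcl-W beads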
RGS8-Gao: regulators of human RGS8-Galphao interaction; P09471; multiplexed bead flow cytometry, RGS8-Galphao binding; actives lie on both sides; response (percent of control binding), % at 10 µM; hit rate 0.34% among 220,000; in the data active = response below about 60% or above about 140%; inactive = in between;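 note: Galphao activated as the GDP aluminium fluoride complex binding bead-coupled RGS8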
Numbers without * were called inactive; ? = inconclusive; / = no result given; [ ] = remark or other dose. Cut-off read from the data, not from the text of the source, unless noted: active = inhibition above about 40%.

Bim-Bcl-XL,Bim-Mcl-1,Bim-Bcl-B,Bim-Bcl-2,Bfl-1 Bim block,Mcl1-Noxa inh,RGS7-Gao,RGS4-Gao reg,Mcl1 Bid PPI,Compound,Bim-Bcl-W,RGS8-Gao
/,/,/,/,/,23.5,?,97.5,32.2,Cc1cc(C)n(-c2ccc(C(=O)Nc3ccc(C)c(S(=O)(=O)N4CCOCC4)c3)cc2)n1,/,99.7
-1.0,0.0,2.0,0.0,-1.0,13.8,101.9,103.4,-0.8,Cc1cccc(CCN(C(=O)Cc2cccs2)C(C(=O)NC2CCCCC2)c2cccnc2)c1 (centres undefined),0.0,102.5
39.0,32.0,34.0,44.0*,38.0,13.7,99.1,100.5,-19.1,Cc1cc2nc(/C(C#N)=C/c3ccncc3)[nH]c2cc1C,47.0*,99.0
/,/,/,/,/,11.6,?,80.5,-4.9,CCOC(=O)CSc1cc(-c2ccccc2)nc2ncnn12,/,92.6
-2.0,-3.0,-16.0,-6.0,1.0,7.3,97.3,102.0,-5.6,CC(C)CNC(=O)c1ccc(C2SCC(=O)N2Cc2ccccc2)cc1 (centres undefined),0.0,98.5
-3.0,-2.0,0.0,2.0,2.0,11.8,100.7,99.6,5.1,Cc1c(C(=O)NCc2ccccc2)oc2ccc(S(=O)(=O)N3CCC4(CC3)OCCO4)cc12,0.0,97.5
0.0,2.0,-1.0,0.0,2.0,1.4,101.7,96.3,-2.3,COc1ccc2c(c1[N+](=O)[O-])CCC/C2=N/OC(=O)c1ccccc1SC,0.0,97.7
0.0,3.0,13.0,10.0,26.0,103.7*,88.8,95.0,62.1*,CCOC(=O)c1ccc2c(c1)C1C=CCC1C(C(=O)O)N2 (centres undefined),8.0,93.6
/,/,/,/,/,-34.4,?,102.6,-128.7,COc1c(O)cccc1/C=N/NC(=O)Cn1ccnc1C,/,96.4
-1.0,-1.0,-7.0,-8.0,-12.0,4.8,97.3,101.2,-3.3,Cn1cc(S(=O)(=O)Nc2ccc(F)cc2F)c(=O)n(C)c1=O,2.0,99.2
-4.0,-1.0,-4.0,-3.0,-1.0,14.9,97.2,98.0,-5.1,CC(C)c1ccc(C(=O)NNC(=O)C2CC=CCC2C(=O)O)cc1 (centres undefined),-1.0,87.8
0.0,0.0,1.0,0.0,-4.0,5.4,87.1,89.2,-14.4,N/C(=N\OC(=O)c1ccc2c(c1)OCO2)c1cccc([N+](=O)[O-])c1,-2.0,97.0
-4.0,4.0,-2.0,-2.0,-6.0,-6.3,99.1,98.2,-62.8,Cc1cc(C(=O)COC(=O)c2ccc3c(c2)OCO3)c(C)n1Cc1cccs1,1.0,100.0
0.0,1.0,-1.0,6.0,7.0,-16.2,103.0,101.9,-12.7,O=C(NCc1ccccn1)C1C2C=CC(C2)C1C(=O)Nc1ccc(F)cc1 (centres undefined),0.0,102.2
0.0,2.0,-2.0,0.0,-2.0,-92.7,103.3,106.0,-23.8,C/C(N)=C(/C#N)C(=O)CSc1nc2ccccc2c(=O)n1Cc1ccc(C)cc1,0.0,103.8
-4.0,-1.0,-5.0,0.0,-3.0,-12.9,25.2*,27.9*,-21.1,COC(=O)C1=C(C)NC2=C(C(=O)CC(C)(C)C2)C1c1ccsc1 (centres undefined),-3.0,24.9*
-4.0,-2.0,-1.0,0.0,-1.0,6.2,104.0,101.9,-6.7,CCOC(=O)CCCn1nc(C)n2c(cc3sccc32)c1=O,-3.0,104.0
-4.0,0.0,-1.0,-5.0,-1.0,15.2,101.6,101.1,-13.4,CC(=O)c1cccc(S(=O)(=O)N2CCCC(c3nc(-c4ccc(C)o4)no3)C2)c1 (centres undefined),-1.0,98.4
-4.0,2.0,-3.0,0.0,-10.0,5.4,98.9,95.9,-22.9,CCNc1nc(N2CCOCC2)nc(N(c2ccccc2)c2ccccc2)n1,2.0,99.3
2.0,0.0,-13.0,-10.0,-13.0,-29.1,97.8,99.8,-45.3,Cc1cc(O)c(NC(=S)NC(=O)c2ccc(-c3ccc(Cl)cc3)o2)cc1C,-3.0,95.6
1.0,0.0,-2.0,0.0,-7.0,1.9,96.5,99.2,-0.8,Cc1ccc(Nc2nnc(SCc3nc4ccccc4c(=O)[nH]3)s2)cc1,-1.0,101.2
-7.0,-2.0,-8.0,-8.0,-17.0,3.9,97.7,100.0,18.3,Cc1nc2[nH]onc2c2nccc(=O)c12,-1.0,98.8
-3.0,0.0,-1.0,-4.0,-2.0,-0.2,99.8,100.9,-11.8,CCOC(=O)N1CCC(NC(=O)C2CCCCN2S(=O)(=O)c2ccc(F)cc2)CC1 (centres undefined),1.0,100.9
-1.0,-1.0,-6.0,-3.0,-4.0,4.9,100.4,101.4,-51.5,CC(C)Nc1nc(NC(N)=S)nc(NC(C)C)n1,0.0,98.8

Compound profiles, from the list above. Order of screens: Bim-Bcl-XL, Bim-Mcl-1, Bim-Bcl-B, Bim-Bcl-2, Bfl-1 Bim block, Mcl1-Noxa inh, RGS7-Gao, RGS4-Gao reg, Mcl1 Bid PPI, Bim-Bcl-W, RGS8-Gao
CCOC(=O)CCCn1nc(C)n2c(cc3sccc32)c1=O is listed with -4.0, -2.0, -1.0, 0.0, -1.0, 6.2, 104.0, 101.9, -6.7, -3.0, 104.0
CC(=O)c1cccc(S(=O)(=O)N2CCCC(c3nc(-c4ccc(C)o4)no3)C2)c1 (centres undefined) is listed with -4.0, 0.0, -1.0, -5.0, -1.0, 15.2, 101.6, 101.1, -13.4, -1.0, 98.4

(further entries)
Bim-Bcl-XL,Bim-Mcl-1,Bim-Bcl-B,Bim-Bcl-2,Bfl-1 Bim block,Mcl1-Noxa inh,RGS7-Gao,RGS4-Gao reg,Mcl1 Bid PPI,Compound,Bim-Bcl-W,RGS8-Gao
0.0,0.0,0.0,-2.0,0.0,-2.0,102.1,98.9,-2.2,O=C(Nc1cccc2ccccc12)c1cn(-c2ccccc2)nc1-c1cccs1,0.0,100.7
3.0,-1.0,-2.0,2.0,2.0,-8.7,89.1,99.1,-24.5,OCCN=C1CCCc2c1[nH]c1ccc(Br)cc21,-1.0,97.0
-3.0,0.0,-5.0,-7.0,-14.0,9.4,95.8,96.9,-39.1,CC(C)Oc1ccc(C(=O)Nc2ccccc2N2CCCC2)cc1,0.0,97.5
7.0,-3.0,-9.0,-13.0,-17.0,-4.1,102.5,99.2,-27.9,Cc1cccc(C(=O)Nc2cc(OCc3cccc(F)c3)c(Cl)cc2Cl)c1,0.0,98.9
-6.0,-1.0,-7.0,-2.0,-10.0,-3.0,?,105.3,-13.0,NC(=O)CSc1nnnn1-c1ccccc1Cl,-3.0,104.0
-1.0,-4.0,-1.0,-5.0,-6.0,19.8,103.7,103.9,-13.3,COc1ccccc1N1CCN(C(=O)c2cccc3c(=O)c(C)c(-c4ccccc4)oc23)CC1,0.0,105.4
0.0,0.0,-1.0,-3.0,-6.0,10.4,?,103.2,-37.4,COc1ccc(C(=O)NC(=S)NCCc2ccccc2)cc1,-2.0,102.0
-1.0,-1.0,-3.0,-4.0,-4.0,2.2,99.6,102.9,-20.7,NC(=O)c1nsc(C(=O)N(c2ccccc2)C(C(=O)NCC2CCCO2)c2cccs2)c1N (centres undefined),2.0,102.2
-5.0,0.0,0.0,-5.0,-7.0,10.4,93.1,103.0,-40.6,COc1cc(/C=C(\C#N)C(=O)NC2CCCCC2)ccc1OCc1ccc(C(=O)O)cc1,-5.0,104.1
/,/,/,/,/,28.0,?,103.3,-7.9,CSc1ccc(C(=O)NCC(=O)O)cc1[N+](=O)[O-],/,100.5
/,/,/,?,/,25.2,101.6,103.7,1.3,CCOC(=O)CSc1nc(N)c(C#N)cc1C#N,/,108.2
-4.0,-4.0,-1.0,-2.0,-1.0,1.2,96.7,98.5,-17.9,Cc1cc(O)c(/C=N/Nc2ccccc2Cl)c(=O)o1,-2.0,100.6
-1.0,0.0,0.0,1.0,-6.0,13.1,97.6,100.5,-22.0,CCn1c(N2CCN(S(=O)(=O)CC)CC2)nc2ccccc21,-1.0,99.8
-7.0,0.0,-4.0,-7.0,-8.0,1.6,?,102.0,-3.2,O=C(Nc1ccccc1N1CCOCC1)c1cccc(NS(=O)(=O)c2ccc(F)c(F)c2)c1,-3.0,100.9
0.0,-2.0,-5.0,0.0,-6.0,13.0,92.6,100.1,-11.8,S=C(NCc1cccnc1)Nc1ccc(Cl)cc1Cl,-3.0,101.7
-2.0,-1.0,-2.0,3.0,0.0,10.5,98.5,100.4,-17.9,O=C(NCc1cn2ccsc2n1)Nc1ccc(Cl)cc1,2.0,101.1
1.0,-4.0,-3.0,-2.0,-1.0,5.2,94.3,100.2,-0.1,Cc1ccc(N(C(=O)CNC(=O)c2ccco2)C(C(=O)NC2CCCC2)c2cccnc2)cc1C (centres undefined),0.0,99.3
-12.0,-4.0,-13.0,-12.0,-22.0,0.7,95.5,95.9,-20.7,CCc1c(C(C)S(=O)(=O)c2ccc(C)cc2)[nH]c(=O)n1-c1ccc(C)cc1 (centres undefined),-2.0,95.8
1.0,0.0,9.0,1.0,5.0,41.0,99.0,103.4,50.5*,CCCN1C(=O)/C(=C\c2nc3ccccc3c(=O)[nH]2)c2ccccc21,0.0,100.4
-4.0,-5.0,-3.0,0.0,-1.0,-5.6,115.2,119.4,-30.6,Cc1cc(=O)oc2c(CN(CC(C)C)CC(C)C)c(O)ccc12,-3.0,143.6*[activator]
-12.0,-5.0,-19.0,-6.0,-7.0,-6.1,?,99.3,-14.1,COc1ccc(-c2cc(=O)c(C(=O)c3ccc(C)cc3)n[nH]2)cc1,-8.0,97.2
0.0,0.0,3.0,-3.0,0.0,23.5,102.0,101.4,-6.0,CCN=C(Nc1ccc2c(c1)OCO2)SC1CC(=O)N(c2ccc(OC)cc2)C1=O (centres undefined),-1.0,99.5
-5.0,-5.0,-9.0,-1.0,-2.0,1.1,99.2,100.2,-1.9,N#C/C(C(=O)N1CCCC1)=C1/N=C(N)c2ccccc21,-1.0,98.2
0.0,-3.0,-1.0,-1.0,-5.0,-15.7,100.6,101.6,-23.6,CCc1cc2ccc(C)cc2nc1SCC(=O)Nc1cc(C)on1,-2.0,101.6
-3.0,0.0,-10.0,-5.0,-8.0,8.8,102.6,100.4,-48.7,Cc1[nH]c2ccccc2c1CCN(Cc1cccnc1)C(=S)Nc1cccc(F)c1,-3.0,105.5
/,/,/,/,/,2.4,?,103.8,-10.9,Cc1ccc(C)c(CSc2nnc([C@@H]3CCCN3)o2)c1,/,101.5
0.0,2.0,0.0,6.0,3.0,-5.1,121.8,148.9,-4.0,FC(F)(F)c1nnc2ccc(N3CCCCCC3)nn12,-1.0,173.1*[activator]
1.0,-1.0,-4.0,-2.0,-5.0,17.0,100.8,100.2,-38.3,CC1CN(c2ncc(/C=N/NC(=O)c3ccccc3O)s2)CC(C)O1 (centres undefined),2.0,99.8
-4.0,-4.0,-8.0,-12.0,-17.0,5.1,100.2,98.2,-20.5,CCOC(=O)c1nc(C)n(-c2cc(Cl)cc(Cl)c2)n1,-1.0,99.5
7.0,3.0,2.0,0.0,-2.0,9.6,99.5,99.9,-19.3,COc1cc(C2NC(=S)NC(c3ccccc3)=C2C(C)=O)cc(Cl)c1OCC(=O)O (centres undefined),2.0,97.8
-7.0,3.0,-6.0,-1.0,-6.0,-5.1,104.2,105.6,-48.0,Cc1ccc2nc(SC(C)C(=O)NCc3ccco3)[nH]c2c1 (centres undefined),0.0,102.1
-2.0,-3.0,-4.0,8.0,-1.0,14.2,96.2,82.0,-0.3,Cn1c(SCCOc2ccccc2Cl)nnc1-c1cccs1,-2.0,90.9
